# Screening data: PubChem BioAssay, Broad Institute
# CD40 NFkB inh: inhibitors of CD40-induced NF-kB signaling, primary screen, BL2 cells, luciferase reporter, single point; CD40L-induced, 4 h; AID 1053188, 2014; inhibition, % at 10 µM; 83,000 compounds, 0.94% hits;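 active = mean inhibition of at least 50% with a set share of replicates also reaching that level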;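 also: 0% = neutral control wells and 100% = IKK inhibitor VII at 50 µM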
# Starred values were filed as active, the others as inactive; & = joins results of further samples; [ ] = dose if it differs, or a comment. Some of the compounds tested; rates above refer to the full screens.
CO[C@H]1CN(C)C(=O)c2cc(NC(=O)NC3CCCCC3)ccc2OC[C@@H](C)N(CC2CC2)C[C@@H]1C
  CD40 NFkB inh: 2.2
Cc1ccc(NC(=S)NNC(=O)c2ccccc2OC(F)F)cc1
  CD40 NFkB inh: -39.5
Fc1ccccc1N1CCN(Cc2nc(-c3ccccc3)no2)CC1
  CD40 NFkB inh: 4.8
Cc1ccc(C(=O)CN2C(=O)NC3(CCc4ccccc43)C2=O)s1 (stereo not drawn)
  CD40 NFkB inh: -15.8
O=C(O)CCCn1c(=S)[nH]c2c(sc3ccc([N+](=O)[O-])cc32)c1=O
  CD40 NFkB inh: 5.7
CO[C@@H]1CN(C)C(=O)c2cc(NC(=O)c3cc(C)on3)ccc2OC[C@@H](C)N(C(=O)C2CCC2)C[C@H]1C
  CD40 NFkB inh: 0.0[25 µM]
COc1ccc(NC(=O)c2cc3ccccc3o2)cc1S(=O)(=O)N1CCCCC1
  CD40 NFkB inh: 11.4
O=C(O)c1ccccc1C(=O)c1ccc2oc(=O)[nH]c2c1
  CD40 NFkB inh: 7.3
Cn1ncc(Cl)c1C(=O)N1CCCc2ccccc21
  CD40 NFkB inh: 4.4
Cc1ccc(S(=O)(=O)N2CCCC(c3nc(-c4ccc(C)o4)no3)C2)cc1 (stereo not drawn)
  CD40 NFkB inh: 7.6
O=C(Cc1ccc(OCc2ccccc2)cc1)NCc1ccc2c(c1)OCO2
  CD40 NFkB inh: 6.9
Cc1ccc2[nH]c(C)c(CCNC(=O)c3c(N)no[n+]3[O-])c2c1
  CD40 NFkB inh: 0.1
CCCNC(=O)C[C@@H]1CC[C@@H]2[C@H](COC[C@@H](O)CN2C(=O)c2ccc(F)cc2)O1
  CD40 NFkB inh: -14.1[25 µM]
O=C(c1cc2c(=O)n3ccccc3nc2s1)N1CCOCC1
  CD40 NFkB inh: -94.0
CCNC[C@H]1[C@@H](c2ccccc2)[C@@H](CO)N1C(=O)Cc1ccccn1
  CD40 NFkB inh: -1.9[25 µM]

# Continued, starting with the last 3 of the part before.
CCCNC(=O)C[C@@H]1CC[C@@H]2[C@H](COC[C@@H](O)CN2C(=O)c2ccc(F)cc2)O1
  CD40 NFkB inh: -14.1[25 µM]
O=C(c1cc2c(=O)n3ccccc3nc2s1)N1CCOCC1
  CD40 NFkB inh: -94.0
CCNC[C@H]1[C@@H](c2ccccc2)[C@@H](CO)N1C(=O)Cc1ccccn1
  CD40 NFkB inh: -1.9[25 µM]
COc1ccc(C(=O)COC(=O)c2c(-c3ccccc3)noc2C)c(OC)c1
  CD40 NFkB inh: -0.3
O=C(Nc1cccc2nsnc12)c1ccc2c(c1)OCO2
  CD40 NFkB inh: -90.6
O=C(Nc1cccnc1)c1c(O)c2cccc3c2n(c1=O)CC3
  CD40 NFkB inh: -37.5
CCN(CC)S(=O)(=O)c1ccc(NC(=O)C2CC(=O)N(c3ccc4c(c3)OCCO4)C2)cc1 (stereo not drawn)
  CD40 NFkB inh: 23.3
CC(C)OCCCNc1ncc2c(n1)CC(c1cccs1)CC2=O (stereo not drawn)
  CD40 NFkB inh: -7.6
COC(=O)[C@@H]1[C@@H](CO)[C@@H]2Cn3c(ccc(-c4ccc(F)cc4)c3=O)[C@@H]2N1C
  CD40 NFkB inh: 5.3[25 µM]
CN(C)c1ccc(C=Cc2ccnc3c(O)cccc23)cc1
  CD40 NFkB inh: -11.6
CCC(C)NC(=O)c1cc(Cl)ccc1OC (stereo not drawn)
  CD40 NFkB inh: 8.3
O=C(CC1CC1)N1CC(=O)N2[C@H](C1)[C@H](c1ccc(/C=C/c3ccccc3)cc1)[C@@H]2CO
  CD40 NFkB inh: 6.7[25 µM]
CCOc1cc(CNC(CC)CO)ccc1OCC(=O)Nc1cccc(C(F)(F)F)c1 (stereo not drawn)
  CD40 NFkB inh: 0.2
N#Cc1ccc(S(=O)(=O)N2CCCN(c3ccc(C(F)(F)F)cn3)CC2)cc1
  CD40 NFkB inh: 6.5
Cc1nc(Nc2nc3ccccc3o2)nc(C)c1C
  CD40 NFkB inh: 5.7
CCCN(C)C[C@@H]1Oc2ncc(-c3cccc(OC)c3)cc2C(=O)N([C@H](C)CO)C[C@@H]1C
  CD40 NFkB inh: -1.0[25 µM]
O=C(CN1CCCC1)Nc1cc(F)ccc1F
  CD40 NFkB inh: 5.0
CN(C)C(=O)c1ccc(-c2ccc([C@@H]3[C@@H](CO)N4CCCCN(CC5CC5)C[C@H]34)cc2)cc1
  CD40 NFkB inh: -4.7[25 µM]

CN1C(=O)c2cc(NS(C)(=O)=O)ccc2OC[C@H]2O[C@@H](CC(=O)N3CCOCC3)CC[C@H]21
  CD40 NFkB inh: 0.5[25 µM]
CCC(=O)N1CC2(C1)CN(Cc1cccc(Cl)c1)[C@@H](CO)c1[nH]c3cc(OC)ccc3c12
  CD40 NFkB inh: -3.0[25 µM]
CCN(/C=N/c1sc2c(c1C#N)CC(C)(C)NC2(C)C)CC
  CD40 NFkB inh: -2.9
C/C=C/c1ccc([C@H]2[C@@H](CO)N(CCC)[C@@H]2CN(CC)C(=O)c2ccccn2)cc1
  CD40 NFkB inh: 8.4[25 µM]
CCCNC(=O)N1C[C@@H]2[C@H](c3ccccc31)[C@H](CO)N2C(=O)CN1CCOCC1
  CD40 NFkB inh: -4.4[25 µM]
CCN(CC)CCNC(=O)NC(=O)c1ccc(Cl)cc1
  CD40 NFkB inh: 6.2
COc1ccc(C(=O)Nc2ccccc2C(=O)Nc2ccccn2)cc1
  CD40 NFkB inh: -49.3
N#Cc1cccc(-c2ccc(C3[C@H]4CNC[C@@H]3N4S(=O)(=O)c3ccc(-c4ccccc4)cc3)cc2)c1 (stereo partly drawn)
  CD40 NFkB inh: -2.7&7.0
O=S(Cc1ccc(Cl)cc1)c1ncc(CO)n1Cc1ccccc1 (stereo not drawn)
  CD40 NFkB inh: 13.7
CC(=O)Nc1ccc(C=NNc2ccc(S(=O)(=O)Nc3ccccc3C(=O)O)cc2[N+](=O)[O-])cc1
  CD40 NFkB inh: 14.2
O=C(Nc1cc(F)ccc1F)N[C@H]1CC[C@@H](CCn2cc(C3CCCC3)nn2)O[C@@H]1CO
  CD40 NFkB inh: -3.7
CCOc1ccc(N=CNc2ccc(OCC)cc2)cc1
  CD40 NFkB inh: 0.7
COc1ccc(COC(=O)C2CCN(S(=O)(=O)c3cccs3)CC2)cc1
  CD40 NFkB inh: 4.3
C[C@@H]1CN([C@H](C)CO)C(=O)c2ccccc2-c2ccccc2CO[C@H]1CN(C)C(=O)NC1CCCCC1
  CD40 NFkB inh: -2.7[25 µM]
CN1C(=O)c2cc(NC(=O)C3CCOCC3)ccc2OC[C@@H]2O[C@@H](CC(=O)NCc3ccccc3F)CC[C@H]21
  CD40 NFkB inh: -1.6[25 µM]

# Reformatted bar-delimited: part of the list above
Compound | CD40 NFkB inh
O=C(Nc1cc(F)ccc1F)N[C@H]1CC[C@@H](CCn2cc(C3CCCC3)nn2)O[C@@H]1CO | -3.7
CCOc1ccc(N=CNc2ccc(OCC)cc2)cc1 | 0.7
COc1ccc(COC(=O)C2CCN(S(=O)(=O)c3cccs3)CC2)cc1 | 4.3

# Two records drawn at random from the list so far, as already listed:
CCOc1cc(CNC(CC)CO)ccc1OCC(=O)Nc1cccc(C(F)(F)F)c1 (stereo not drawn)
  CD40 NFkB inh: 0.2
CCC(=O)N1CC2(C1)CN(Cc1cccc(Cl)c1)[C@@H](CO)c1[nH]c3cc(OC)ccc3c12
  CD40 NFkB inh: -3.0[25 µM]

# The main list resumes; the 7 compounds before the break are reprinted first.
O=S(Cc1ccc(Cl)cc1)c1ncc(CO)n1Cc1ccccc1 (stereo not drawn)
  CD40 NFkB inh: 13.7
CC(=O)Nc1ccc(C=NNc2ccc(S(=O)(=O)Nc3ccccc3C(=O)O)cc2[N+](=O)[O-])cc1
  CD40 NFkB inh: 14.2
O=C(Nc1cc(F)ccc1F)N[C@H]1CC[C@@H](CCn2cc(C3CCCC3)nn2)O[C@@H]1CO
  CD40 NFkB inh: -3.7
CCOc1ccc(N=CNc2ccc(OCC)cc2)cc1
  CD40 NFkB inh: 0.7
COc1ccc(COC(=O)C2CCN(S(=O)(=O)c3cccs3)CC2)cc1
  CD40 NFkB inh: 4.3
C[C@@H]1CN([C@H](C)CO)C(=O)c2ccccc2-c2ccccc2CO[C@H]1CN(C)C(=O)NC1CCCCC1
  CD40 NFkB inh: -2.7[25 µM]
CN1C(=O)c2cc(NC(=O)C3CCOCC3)ccc2OC[C@@H]2O[C@@H](CC(=O)NCc3ccccc3F)CC[C@H]21
  CD40 NFkB inh: -1.6[25 µM]
CC(C)N1C(=O)CCC1C(=O)NCc1cccs1 (stereo not drawn)
  CD40 NFkB inh: 12.1
O=C(CN1C(=O)c2ccccc2S1(=O)=O)c1ccc2c(c1)OCCO2
  CD40 NFkB inh: 94.6*
Cn1ncc(C#N)c1NC(=O)c1cc(-c2ccccc2Cl)on1
  CD40 NFkB inh: 2.9
O=C(O)c1cnn2c1NC(c1cccs1)CC2C(F)(F)F (stereo not drawn)
  CD40 NFkB inh: 20.7
Cc1cc(C(=O)N2CCCC(C(=O)c3cccc4ccccc34)C2)nc(C)n1 (stereo not drawn)
  CD40 NFkB inh: -1.5
CC(C)OC(=O)CC12CN(C)CC(CC(=O)OC(C)C)(CN(C)C1)C2=O
  CD40 NFkB inh: 13.4
CCOC(=O)c1csc(-c2sccc2Br)n1
  CD40 NFkB inh: -32.5
Cc1ccccc1NC(=O)CN(C)S(=O)(=O)c1cccs1
  CD40 NFkB inh: -3.3
CC(C)C#Cc1ccc([C@H]2[C@@H](C#N)N(C(=O)C3CCC3)[C@H]2CO)cc1
  CD40 NFkB inh: 11.8
CC(=O)N1[C@H](CO)[C@@H](c2ccccc2)[C@@H]1CN(CC1CCC1)C(=O)CN(C)C
  CD40 NFkB inh: -11.7[25 µM]
C[C@H](CO)N1C[C@H](C)[C@@H](CN(C)S(=O)(=O)c2cccs2)Oc2c(NS(=O)(=O)c3ccc(F)cc3)cccc2C1=O
  CD40 NFkB inh: 2.1[25 µM]
COc1cc(OC)c(NC(=O)CCNS(=O)(=O)c2ccc3c(c2)oc(=O)n3C)cc1Cl
  CD40 NFkB inh: 14.2
O=S(=O)(NCc1csc(-c2cccnc2)n1)c1ccc(F)cc1
  CD40 NFkB inh: -5.1
COc1cc(S(=O)(=O)Nc2c(C)nn(C)c2C)ccc1NC(C)=O
  CD40 NFkB inh: -0.3
COc1ccc(CC(=O)Nc2nc(-c3ccncc3)cs2)cc1
  CD40 NFkB inh: 4.0

CCN(CC(=O)Nc1c(F)cccc1F)C(=O)CN(C)S(=O)(=O)c1ccc(F)cc1
  CD40 NFkB inh: 5.9
Cc1cc(C)n2nc(SCC#N)nc2n1
  CD40 NFkB inh: 2.4
Cc1cc(OCC(=O)NCCO)cc(C)c1Cl
  CD40 NFkB inh: 1.9
O=C(Cn1cnc2ccccc2c1=O)N1CCN(Cc2ccccc2)CC1
  CD40 NFkB inh: -1.8
C=CCn1c(SCC(=O)NC2CCCC2)nc2sc(C)cc2c1=O
  CD40 NFkB inh: -0.7
c1ccc2c(c1)nc1n2CCN1CCNC1CCCCC1
  CD40 NFkB inh: 3.0
Fc1cccc(-c2ccc([C@@H]3[C@@H]4CN(Cc5nccs5)C[C@H]3N4)cc2)c1
  CD40 NFkB inh: -24.2[25 µM]
Cc1nn(C)c(C)c1S(=O)(=O)N(CC(=O)Nc1nccs1)c1ccc(C(C)C)cc1
  CD40 NFkB inh: 16.8
COCCNC(=O)c1cccc(OC2CCN(Cc3ccccc3C)CC2)c1
  CD40 NFkB inh: 3.3
COc1ccc2c3c([nH]c2c1)[C@H](CO)N(Cc1ccccn1)CC31CN(Cc2cccc(F)c2)C1
  CD40 NFkB inh: -7.8[25 µM]
Cc1cc(S(=O)(=O)N2CCCCC2)c(C)s1
  CD40 NFkB inh: 13.8
CCN1CCc2c(C#N)c(NCc3ccccc3)nc(NCCO)c2C1
  CD40 NFkB inh: 7.3
N#C[C@@H]1[C@@H](c2ccc(C#Cc3ccc(F)cc3)cc2)[C@H](CO)N1C(=O)C1CCCC1
  CD40 NFkB inh: -2.0
CC(C)[C@H](NS(=O)(=O)c1ccccc1F)C(=O)OCC(=O)Nc1cccc(S(N)(=O)=O)c1
  CD40 NFkB inh: 0.8
NC(=O)CCn1ccc2ccccc21
  CD40 NFkB inh: 29.7
CCn1cc([N+](=O)[O-])c(C(=O)Nc2nc(-c3ccc(C)cc3)c(C)s2)n1
  CD40 NFkB inh: 11.4
